Compound activity from PubChem BioAssay.
BRCA1 expr act: BRCA1 expression activation | AID 624202 | 1.1% of 380,000 active | MCF7-BRCA1-FFLuc reporter, luminescence, 48 h; response scale: scaled: vehicle 0%, 10 µM genistein 100% | Potency, µM (top dose mostly 46.1 µM), for the others: top-dose activation, actives largely listed as activators; further: nearly all actives have a fitted effect of over 80% in size; some results filed as inactive show a strong effect at the top dose
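Luminescence from a BRCA1-driven firefly luciferase in MCF7 cells was the read-out, taken 15 min after substrate addition following 48 h compound exposure at 37 °C. Data were normalized to a 10 microM genistein control and DMSO vehicle.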
Integrin act MD: activators of alpha7 integrin expression for muscular dystrophy | alpha7betagal myoblasts, beta-gal FDG fluorescence, 48 h | Potency, µM (top dose mostly 38.3 µM), without a hit: top-dose activation, actives largely listed as activators | AID 624291 | 0.064% of 350,000 active;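 further: 100% = response of the positive control SU9516; nearly all actives have a fitted effect of over 60% in size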
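Alpha7betagal+/- myoblasts (passage 13) were plated 16-24 hr, then exposed to compounds (1:260 dilution of DMSO stock) for 48 hours at 37C. After MPER lysis, β-galactosidase reporter activity was read as FDG fluorescence (ex 480/em 540) after 30 minutes.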
* hit, by the source's call; ? = inconclusive; [ ] = remark or other dose. The call rests on the fitted dose curve; in most records, active means well fitted activation curve with a large enough effect; inconclusive means small, poorly fitted or top-dose-only effect; inactive means no such curve, though single readings can be large or run the other way. Potency means the concentration at half of the fitted maximal effect.

SMILES | BRCA1 expr act | Integrin act MD
COc1cccc(N2CCN(C(=O)c3cccc(NC(=O)C4=C(C)OCCS4)c3)CC2)c1 | -9% | 18%
C[C@H](O)[C@@H]1CN2CCc3c([nH]c4ccccc34)[C@@H]2C[C@@H]1N(C)C(=O)NC1CCCCC1 | -31% | -11%
O=C(CN1C(=O)NC2(CCc3ccccc32)C1=O)Nc1ccc(Cl)cc1F (stereo not given) | 3% | -24%
O=C(O)c1c[nH]c2nccnc12 | -7% | 15%
COCC(C)n1c(SCC(=O)NC2CCCCC2)nc2ccccc2c1=O (stereo not given) | 1% | -4%
COc1ccc(S(=O)(=O)N2CCOCC2)cc1NC(=O)c1c(C)noc1C | 0% | -10%
CN(C)Cc1c[nH]c2nccnc12 | 4% | 21%
Cc1cc(=O)n2nc(N3CCCC(C(=O)NCCCN4C(C)CCCC4C)C3)sc2n1 (stereo not given) | 2% | 23%
C[C@@H]1CN([C@@H](C)CO)C(=O)c2cc(NS(C)(=O)=O)ccc2O[C@@H](C)CCCCO[C@H]1CN(C)C(=O)Nc1ccc2c(c1)OCO2 | -20% | -9%
CCCCN1C(=O)C(CC(=O)NC(c2ccccc2)c2ccccc2)CC(C(=O)N(CC)CC)=C1C (stereo not given) | 4% | -8%
COc1cc2c(cc1NC(=O)c1ccccc1-c1ccccc1C(=O)O)-c1ccccc1C2 | -5% | -2%
C#CCN(C[C@@H]1[C@@H](OC(=O)NCc2ccco2)[C@@H](OC(=O)NCc2ccco2)Cn2c(=O)n(CCCCCC)c(=O)n21)S(=O)(=O)c1ccc(C)cc1 | -16% | -22%
CC1CCC(NC(=O)c2cccc(S(=O)(=O)N3CCOCC3)c2)CC1 (stereo not given) | 57% | -1%
O=C(CC(NC(=O)OCc1ccccc1)c1nn[nH]n1)OCc1ccccc1 (stereo not given) | ? | -5%
CC(C)(C)c1ccc(-n2ncc3c2CCCC3NC(=O)c2ccco2)cc1 (stereo not given) | -25% | -36%

Compound profiles, as listed above:
Entry for `COCC(C)n1c(SCC(=O)NC2CCCCC2)nc2ccccc2c1=O` (stereo not given) : BRCA1 expr act: 1%; Integrin act MD: -4%
Entry for `CN(C)Cc1c[nH]c2nccnc12` : BRCA1 expr act: 4%; Integrin act MD: 21%

(further entries)
SMILES | BRCA1 expr act | Integrin act MD
C[C@@H]1CN([C@H](C)CO)C(=O)c2c(c3ccccc3n2C)-c2ccccc2CO[C@H]1CN(C)S(=O)(=O)c1cn(C)cn1 | 7% | 6%
Cc1cc(NS(=O)(=O)c2ccc(NC(=O)c3ccc(Cl)nc3)cc2)nc(C)n1 | 4% | 1%
O=C(CCNC(=O)C1CCN(S(=O)(=O)c2ccccc2)CC1)NCc1cccnc1 | 6% | -1%
O=C(Nc1cccc(Cl)c1Cl)c1ccco1 | 57% | 23%
COc1ccc(S(=O)(=O)N(C)[C@H]2C[C@H]3c4cc(-c5ccccc5)ccc4CCN3C(=O)[C@H]2[C@H](C)O)cc1 | -56% | -29%
C[C@@H]1CCCCO[C@H](CN(C)C(=O)Nc2cccc3ccccc23)[C@@H](C)CN([C@H](C)CO)C(=O)c2cc(NC(=O)c3ccccc3)ccc2O1 | -19% | -22%
C[C@H]1CCCCO[C@@H](CN(C)S(=O)(=O)c2ccc(F)cc2)[C@@H](C)CN([C@@H](C)CO)C(=O)c2cc(NC(=O)Nc3ccc4c(c3)OCO4)ccc2O1 | -4% | -4%
O[C@H]1C[C@H](c2ccccc2)N(Cc2cccs2)C[C@@H]1n1cc(-c2ccc(F)cc2)nn1 | -85%[inhibitor] | -17%
Cc1ccc(S(=O)(=O)N2C[C@H]3n4c(=O)ccc(=O)n4C[C@H](OC(=O)NCc4ccccc4F)[C@@]3(O)C2)cc1 | -47% | -30%
O=C(COC(=O)c1ccc(F)cc1F)Nc1ccc2c(c1)OCO2 | 11% | 20%
Cc1ccc(S(=O)(=O)N2C[C@H]3C(=O)C[C@@H](c4ccc(Cl)cc4)N(S(=O)(=O)c4ccccc4C)[C@H]3C[C@H]2c2cccc(Cl)c2)cc1 | 9% | -8%
CCCn1c(SCC(=O)Nc2ccc(S(=O)(=O)N3CCOCC3)cc2)n[nH]c1=O | -7% | 27%
COCCn1c(=S)[nH]c2cc(C(=O)NCc3ccc(F)cc3)ccc2c1=O | 0% | 14%
O=C1CCC(C(=O)N(CCO)Cc2ccccc2)CN1CCc1cccc(F)c1 (stereo not given) | 2% | -9%
COCCCN1C(=O)C(CC(=O)NCc2ccco2)CC(C(=O)N(C)C)=C1C (stereo not given) | 8% | -4%
CCCN1CCN(C(=O)c2ccc3[nH]c(C)c(C)c3c2)CC1 | 0% | 3%
O=C(CSc1nnc(COc2ccc(Cl)cc2)o1)N(c1ccccc1)C1CCS(=O)(=O)C1 (stereo not given) | -19% | -46%[inhibitor]
C[C@H](CO)N1C[C@H](C)[C@@H](CN(C)Cc2ccc3c(c2)OCO3)Oc2cc(Br)ccc2S1(=O)=O | -28% | 4%
CCCc1c(C(=O)N/N=C/c2ccc(-c3ccccc3)cc2)nnn1-c1nonc1N | 5% | 1%
COC(=O)c1ccc(CNC(=O)CN2C(=O)NC(Cc3ccccc3)(c3ccccc3)C2=O)cc1 (stereo not given) | -18% | -13%
C[C@@H]1CN([C@@H](C)CO)C(=O)CCCn2nncc2CO[C@@H]1CN(C)C(=O)Nc1ccc(N2CCN(C)CC2)cc1 | 8% | 11%
COc1ccc(S(=O)(=O)N(C)C[C@H]2OCc3cnnn3CCCC(=O)N([C@H](C)CO)C[C@@H]2C)cc1 | 1% | 28%
N#Cc1ccc(NC(=S)NC(=O)C2CC2)cc1 | 25% | 0%
COc1ccc(NC(=O)Nc2ccc3c(c2)C(=O)N([C@H](C)CO)C[C@H](C)[C@@H](CN(C)Cc2ccc(Cl)c(Cl)c2)OCCCC[C@@H](C)O3)cc1 | 0% | 15%
C[C@@H]1CN([C@@H](C)CO)C(=O)CCCn2nncc2CO[C@@H]1CN(C)C(=O)Nc1ccccc1C(F)(F)F | 0% | -7%
NS(=O)(=O)c1ccc(NC(=O)CN(C(=O)C(F)(F)F)C2CCCC2)cc1 | -23% | 1%
C[C@H]1CCCCO[C@@H](CN(C)S(=O)(=O)c2ccc(Cl)cc2)[C@@H](C)CN([C@@H](C)CO)C(=O)c2cc(NS(=O)(=O)c3ccccc3)ccc2O1 | -24% | 9%
COc1ncnc2c1ncn2CCCNCC(c1ccccc1)c1ccccc1 | 5% | -4%
Nc1nonc1-n1nnc(C(=O)N/N=C/c2ccco2)c1CSc1ccc(Cl)cc1 | -6% | 15%
COCCNC(=O)C(=O)NCC1CCCN1S(=O)(=O)c1cccs1 (stereo not given) | -18% | -6%
CC1(C)COC(Cc2ccccc2)=N1 | 17% | -12%
CC1(C)CN(C2CCCCC2)C(=O)[C@H]1CC(=O)Nc1ccccc1 | 0% | 1%
CC1=C(C(=O)N(C)C)CC(CC(=O)NC2CCCC2)C(=O)N1Cc1ccc(F)cc1 (stereo not given) | 4% | -11%
CN(CC(=O)Nc1cccc(F)c1)C(=O)Cc1ccsc1 | 1% | 4%
COc1ccccc1N1CCN(C(=O)c2cc(-c3ccccc3)nc3c2cnn3C(C)C)CC1 | -12% | 2%
Cc1ccccc1NC(=O)Cc1nc(COC(=O)C(C)(C)Oc2ccc(Cl)cc2)cs1 | -13% | -14%
C[C@@H]1CCCCO[C@@H](CN(C)C(=O)c2ccccc2)[C@@H](C)CN([C@H](C)CO)C(=O)c2cc(N(C)C)ccc2O1 | 5% | -6%
COc1ccc(NC(=O)c2ccc(NC(=O)CN3CCN(c4ccccc4OC)CC3)cc2)cc1 | -7% | 16%
C[C@H](CO)N1C[C@H](C)[C@H](CN(C)C(=O)c2ccccc2)OCc2ccccc2-c2c(n(C)c3ccccc23)C1=O | 0% | -22%
COC(=O)CC1C(=O)NCCN1C(=O)c1oc2c(C)c(C)ccc2c1C (stereo not given) | 2% | -10%
Cc1ccc(C(=O)N2CCCc3ccccc32)c(Cl)c1 | 52% | -15%
CN(C)c1ccc(Sc2ccc3nc(N)nc(N)c3c2)cc1 | -17% | -49%[inhibitor]
C[C@H](CO)N1C[C@H](C)[C@H](CN(C)S(=O)(=O)c2ccc(C#N)cc2)OCc2cnnn2CCCC1=O | 18% | 18%
CCCCCCN1C[C@H](n2cc(C3CC3)nn2)[C@@H](O)C[C@@H]1c1ccc(OC)cc1 | -9% | 4%
C[C@H](CO)N1C[C@H](C)[C@@H](CN(C)CC2CC2)OCc2cnnn2CCCC1=O | 13% | 9%

Entries from the list above that have an aryl thioether with sulfur outside any ring, in the order listed:
SMILES | BRCA1 expr act | Integrin act MD
COCC(C)n1c(SCC(=O)NC2CCCCC2)nc2ccccc2c1=O (stereo not given) | 1% | -4%
CCCn1c(SCC(=O)Nc2ccc(S(=O)(=O)N3CCOCC3)cc2)n[nH]c1=O | -7% | 27%
O=C(CSc1nnc(COc2ccc(Cl)cc2)o1)N(c1ccccc1)C1CCS(=O)(=O)C1 (stereo not given) | -19% | -46%[inhibitor]
Nc1nonc1-n1nnc(C(=O)N/N=C/c2ccco2)c1CSc1ccc(Cl)cc1 | -6% | 15%
CN(C)c1ccc(Sc2ccc3nc(N)nc(N)c3c2)cc1 | -17% | -49%[inhibitor]

Further compounds follow.
SMILES | BRCA1 expr act | Integrin act MD
O=C(CN1C(=O)NC2(CCCCCC2)C1=O)Nc1ccc(OC(F)(F)F)cc1 | -55% | -22%
O=C1[C@H]2[C@@H](c3ccc(C(F)(F)F)cc3)N[C@]3(CCCN(Cc4ccc(Br)cc4)C3=O)[C@H]2C(=O)N1Cc1ccccc1 | 17% | -58%[inhibitor]
C#CCN(Cc1ccco1)C(=O)c1cc(COc2cccc3cccnc23)on1 | 28% | 6%
CC(C)C1C(=O)N(Cc2cn(CC3CCCCC3)nn2)CCS(=O)(=O)N1Cc1ccc(-c2ccncc2)cc1 (stereo not given) | 3% | 7%
Cc1sc(NC(=O)C2CC(=O)N(Cc3ccco3)C2)nc1-c1ccccc1 (stereo not given) | -31% | 10%
Cc1ccc(S(=O)(=O)N2C[C@]3(O)C[C@@H]4C(=O)N(c5ccccc5)C(=O)[C@@H]4C[C@]3(OC(=O)Nc3cccs3)C2)cc1 | -13% | -27%
CCCCN(C(=O)CCOc1ccc(OCC)cc1)c1c(N)n(Cc2ccccc2)c(=O)[nH]c1=O | -29% | -5%
COc1cccc(CN(C)C(=O)c2cccc(S(=O)(=O)N3CCN(c4ccccc4)CC3)c2)c1 | -33% | -23%
Cc1ccc(NC(=O)CN(C)CC(=O)Nc2ccc3c(c2)OCO3)cc1 | -3% | 6%
NC(=O)CSc1nnc(-c2cccc(S(=O)(=O)N3CCOCC3)c2)o1 | 5% | 7%
CCC(C)c1ccc(S(=O)(=O)N2CCN(C(=O)CN3C(=O)NC(C)(C4CC4)C3=O)CC2)cc1 (stereo not given) | -9% | -12%
CC1=C(C(=O)N(C)C)CC(CC(=O)NCCN2CCOCC2)C(=O)N1Cc1ccc(F)cc1 (stereo not given) | 5% | -11%
CCN(CC)C(=O)C1=C(C)N(Cc2ccc(F)cc2)C(=O)C(CC(=O)NCc2cccs2)C1 (stereo not given) | 0% | -10%
COc1cc2ccnc(C=NO)c2cc1OC | 3% | -14%
COc1ccc(-c2ccc(CN3C(C(C)C)C(=O)N(Cc4cn(CC5CCCCC5)nn4)CCS3(=O)=O)cc2)cc1 (stereo not given) | -50% | -47%

An excerpt from above in order of SMILES length, largest number first.
SMILES | BRCA1 expr act | Integrin act MD
C[C@H]1CCCCO[C@@H](CN(C)S(=O)(=O)c2ccc(Cl)cc2)[C@@H](C)CN([C@@H](C)CO)C(=O)c2cc(NS(=O)(=O)c3ccccc3)ccc2O1 | -24% | 9%
COc1ccc(S(=O)(=O)N2CCOCC2)cc1NC(=O)c1c(C)noc1C | 0% | -10%
O=C(COC(=O)c1ccc(F)cc1F)Nc1ccc2c(c1)OCO2 | 11% | 20%

Continuation:
SMILES | BRCA1 expr act | Integrin act MD
CCOC(=O)/C=C/C(=O)Nc1ccc(S(=O)(=O)Nc2cc(OC)nc(OC)n2)cc1 | 13% | 1%
Cc1ccc(OCC(=O)Nc2ccncc2)cc1C | 2% | 11%
CC(C)CC1C(=O)N(Cc2cn(CCC3OCCO3)nn2)CCS(=O)(=O)N1Cc1ccc(-c2ccc(F)cc2)cc1 (stereo not given) | -64% | -32%
C[C@@H]1CCCCO[C@@H](CN(C)C(=O)c2ccncc2)[C@@H](C)CN([C@H](C)CO)C(=O)c2cc(N(C)C)ccc2O1 | -1% | -8%
C[C@@H]1CCCCO[C@H](CN(C)Cc2ccc3c(c2)OCO3)[C@H](C)CN([C@@H](C)CO)C(=O)c2cc(NC(=O)c3ccccc3)ccc2O1 | 0% | 11%
Cc1cccc(NC(=O)CN(C)C(=O)Cc2ccc(-c3ccccc3)cc2)c1C | -26% | 13%

An excerpt, so the mix of outcomes need not match the whole.
